# SSB-PriA inh = blocks PriA binding to SSB C-terminal tail; AlphaScreen SSBct-PriA binding, biotinylated peptide; actives 0.6% (n = 430,000); inhibition, % at 33 µM; in the data active means inhibition mostly above about 37%, no sharp cut-off; inactive means mostly below about 20%;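 further: plate controls were negative control peptide for no effect and reference peptide for full effect; strong numbers were not always called active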
# Numbers without * were called inactive; & = joins results of further samples. A portion of the library; rates above refer to the full screens.
No.	SMILES	SSB-PriA inh
1	COC(=O)c1ccccc1NC(=O)CSc1nnc(CCC(=O)O)c(=O)n1N	-6
2	Cc1sc2nc(SCC(=O)NC[C@H]3CCCO3)n(Cc3ccco3)c(=O)c2c1C	-9
3	O=C(NC1CCCC1)C1CC(=O)N(C2CCCC2)C1 (configuration not stated)	-10
4	O=C(c1ccc2ccccc2n1)N1CCC(Oc2ccc(Cl)cn2)CC1	-23
5	COc1ccc(C(=O)N2CCC[C@H](Cc3nc(-c4ccccc4C)no3)C2)cc1F	-12
6	CC(=NNC(=O)CNC(=O)C1COc2ccccc2O1)c1ccc(Cl)cc1 (configuration not stated)	4
7	COCCN1CCCc2ccc(NS(=O)(=O)c3ccc(NC(C)=O)cc3)cc21	-34
8	COc1cc([N+](=O)[O-])ccc1NC(=O)c1cc2cccnc2n(Cc2ccccc2)c1=O	-2
9	O=C1CNC(=O)N1CC1CCN(S(=O)(=O)/C=C/c2ccccc2)CC1	0
10	O=S(=O)(c1ccc2c(c1)CCCC2)N1CC(Oc2nccs2)C1	-38
11	O=C(c1cc(=O)c2ccccc2o1)N1CCCC(Cc2nc(-c3ccsc3)no2)C1 (configuration not stated)	0
12	NC(=S)NN=Cc1ccc2c(c1)OCCO2	8
13	COc1cccc(-c2cc(C(=O)O)c3c(C)nn([C@H]4CCS(=O)(=O)C4)c3n2)c1	-3
14	Cc1ccc(Cl)c(-n2nnc(C(=O)Nc3ccc(F)cc3)c2C)c1	-6
15	O=C(NCCc1ccccc1)c1ccnc(C=NO)c1	-8

# Molecules above that have fluorine, in the order listed:
No.	SMILES	SSB-PriA inh
5	COc1ccc(C(=O)N2CCC[C@H](Cc3nc(-c4ccccc4C)no3)C2)cc1F	-12
14	Cc1ccc(Cl)c(-n2nnc(C(=O)Nc3ccc(F)cc3)c2C)c1	-6

# From entry 14 to 15, copied from above:
No.	SMILES	SSB-PriA inh
14	Cc1ccc(Cl)c(-n2nnc(C(=O)Nc3ccc(F)cc3)c2C)c1	-6
15	O=C(NCCc1ccccc1)c1ccnc(C=NO)c1	-8

# Of the compounds above, these contain a thiophene ring, fused or not:
No.	SMILES	SSB-PriA inh
2	Cc1sc2nc(SCC(=O)NC[C@H]3CCCO3)n(Cc3ccco3)c(=O)c2c1C	-9
11	O=C(c1cc(=O)c2ccccc2o1)N1CCCC(Cc2nc(-c3ccsc3)no2)C1 (configuration not stated)	0

# Continued:
No.	SMILES	SSB-PriA inh
16	Cc1ccc(-c2cc(COC(=O)[C@H]3CC(=O)N(c4ccc(C)cc4)C3)no2)cc1	1
17	CC(C)(C)S(=O)(=O)[C@H]1CCN(C(=O)CCc2ccc(F)c(Cl)c2)C1	-18
18	CC1=NC(=O)/C(=C\c2ccc(Cl)cc2)N(C)N1c1ccccc1	-1
19	COCC(=O)N(CCc1cccs1)Cc1ccoc1	-7
20	Cc1cc(N)ccc1N1CCCC1=O	18
21	O=C(CCCn1cccc1)Nc1ccc2c(c1)Cc1ccccc1-2	11
22	Cc1cc(NS(=O)(=O)c2ccc(NC(=O)c3cc(Cl)sc3Cl)cc2)no1	8
23	COCCn1c(=NC(=O)CS(=O)(=O)c2ccc(OC)cc2)sc2cc(F)cc(F)c21	-15
24	Cc1noc(C)c1S(=O)(=O)N1CC(S(=O)(=O)Cc2ccco2)C1	-19
25	O=C1C[C@H](c2ccccc2)C(=O)N1	-1
26	COc1cc(=O)n(-c2ccc(C)cc2)nc1C(=O)N1CCN(C(=O)c2ccco2)CC1	-9
27	CO/N=C(\c1ccc(OCCOc2ccc(/C(=N\OC)C(C)C)cc2)cc1)C(C)C	-16
28	Cc1ccc(-c2noc(CSc3nc(C)c(CCO)c(=O)[nH]3)n2)cc1	-3
29	CCOC(=O)COc1ccccc1C1CC(c2ccccc2)=NN1C(=O)c1ccco1 (configuration not stated)	-3
30	CC(C)(C)c1ccc(S(=O)(=O)N2CCN(c3ccc(NCc4ccccc4)nn3)CC2)cc1	-5&4
31	O=C(Cc1ccc(Cl)cc1)Nc1ccc2c(c1)N(C(=O)c1cccs1)CC2	6
32	CCc1ccc(NC(=O)CC2SC(=NN=C3CCCCCC3)NC2=O)cc1 (configuration not stated)	9
33	CCc1ccc(NS(=O)(=O)c2cccnc2Nc2cccc(OC)c2)cc1	-1
34	O=c1[nH]c(C2CC2)nc2ccccc12	-3
35	COC(C)(CNS(=O)(=O)c1ccc(NC(C)=O)cc1)c1cccc(Cl)c1 (configuration not stated)	-15
36	CCOc1ncc(NC(=O)c2ccccn2)c(OCC)n1	-11
37	O=C(O)c1c[nH]c2ccccc12	-4
38	COc1ccccc1CC(N)=NO	-18
39	O=C(NCc1ccc(OCc2ccccc2)cc1)c1ccc[nH]c1=O	-19
40	O=C(NCc1cccnc1)c1cc(-c2ccco2)[nH]n1	-5
41	Cc1c(O)ccc2c(CN3CCC4(CC3)OCCO4)cc(=O)oc12	4
42	COc1ccc(Cl)cc1C(=O)NCC(c1ccsc1)N1CCc2ccccc2C1 (configuration not stated)	-4
43	COCC(=O)Nc1cc(C)nn1-c1nc2c(cnn2-c2ccc(F)cc2)c(=O)[nH]1	8
44	NC(=S)NN=Cc1ccccc1OC(=O)/C=C/c1ccccc1	8
45	Cc1cccc2sc(OC3CCN(C(=O)c4cccc(Cl)c4)CC3)nc12	6

# Down the list, from the results shown:
# Entries 33–43 in SSB-PriA inh read -1, -3, -15, -11, -4, -18, -19, -5, 4, -4, 8

# (list continues)
No.	SMILES	SSB-PriA inh
46	O=C(Nc1ccc(OC(F)(F)F)cc1)C(c1ccccc1)N1CCOCC1 (configuration not stated)	-17
47	O=C([C@@H]1CCCN1S(=O)(=O)c1ccc(F)cc1)N1CCN(c2nc3c(F)cccc3s2)CC1	-3
48	CC1=CC(C)[C@H](C=Nn2c(=O)[nH]c3c([nH]c4ccc(Br)cc43)c2=O)C(C)C1 (some centres not stated)	-6
49	Cc1ccc(S(=O)(=O)N2CCN(C(=O)CSc3ncnc4sc5c(c34)CCCC5)CC2)cc1	-4
50	COc1ccc(N2C[C@@H](NC(=O)NCc3ccc(F)cc3)CC2=O)cc1OC	1
51	COc1ccc(OC)c(S(=O)(=O)NCCCc2ccc(N(C)C)cc2)c1	3
52	O=C(NN=C(c1ccccc1)c1cccnc1)c1cccc(F)c1	-2
53	O=C(NN=Cc1ccccc1O)c1cccc2ccccc12	-6
54	O=C(Nc1ccc2c(c1)CN(C(=O)c1cccs1)CC2)c1cccc(Cl)c1	-10
55	O=C(Cc1csc(NC(=O)c2ccc[nH]c2=O)n1)NCc1cccnc1	-4
56	CC(=O)c1ccc(NS(=O)(=O)c2ccccc2[N+](=O)[O-])cc1	5
57	O=c1ccc(-n2cncn2)n[nH]1	-18
58	COc1ccc2ccccc2c1C=NNC(=O)c1ccc(C)s1	-6
59	CCOC(=O)Cc1cc(=O)[nH]c(N=C(N)Nc2ccc(OC)cc2)n1	10
60	O=C(Nc1nnc(-c2cccs2)o1)[C@@H]1COc2ccccc2O1	0
61	COc1ccc(Cl)cc1NC(=O)CSc1nnc2n(CCC(C)C)c(=O)c3ccccc3n12	8
62	O=C(Nc1nc2c(s1)CN(C(=O)c1ccc3nsnc3c1)CC2)c1ccoc1	6
63	O=C(c1ccccc1)c1cnc2ccc(F)cc2c1N1CCN(c2ccccc2)CC1	-4
64	O=C(c1cncc(Br)c1)N1CCS[C@H](c2ccccc2F)CC1	-3
65	O=C1c2ccccc2C(=O)N1C[C@H]1CCCN1c1ccccc1	-2
66	Cc1nc2ccccc2cc1C(=O)NN=Cc1ccc([N+](=O)[O-])cc1	-2
67	CCCCOc1ccc(C(=O)Nc2cnc(-n3cccn3)nc2)cc1	-16
68	O=C(c1ccno1)N1CCC(Oc2ncccc2Br)CC1	-26
69	CC(C)C(=O)Nc1ccc(C(=O)NCCNS(=O)(=O)c2ccc3ccccc3c2)cc1	-22
70	Cc1cccc(OC2CCN(C(=O)NCc3cccs3)CC2)n1	-10
71	CC(=O)N1CC(C(=O)Nc2cccc(NS(C)(=O)=O)c2)C1	-11
72	CS(=O)(=O)c1ccc(C(=O)Nc2sccc2C#N)cc1	-13
73	Cc1ccc(-n2nc3c(c2NC(=O)c2cc(C(F)(F)F)cc(C(F)(F)F)c2)CSC3)c(C)c1	-3
74	COc1ccc([C@@H](O)CNC(=O)c2ccc(OC(F)(F)F)cc2)cc1OC	-6
75	CCCOc1ccc(C2C(=C(O)c3c(C)[nH]c(C(=O)OC)c3C)C(=O)C(=O)N2CCN(C)C)cc1 (configuration not stated)	-4
76	CCOC(=O)Cc1csc(NC(=O)CSc2ccc(NC(=O)C(C)C)nn2)n1	-13&-8
77	COc1ccc(OC)c(S(=O)(=O)NC(N)=NCCc2c(C)[nH]c3ccc(F)cc23)c1	20
78	COc1ccc(C(=O)NCCc2ccc3c(c2)CCCN3C)c(OC)c1	62*
79	O=C(Nc1cccc(-c2ccc3nnc(-c4ccncc4)n3n2)c1)c1ccc(F)cc1F	-10
80	CCOc1ccc(-c2cn3c(CC(=O)NCCN4CCOCC4)csc3n2)cc1	2
81	Cc1ccccc1-c1noc(CC2CCCN(C(=O)c3ncn[nH]3)C2)n1 (configuration not stated)	-8
82	COc1ccc(NC(=O)CSc2ncc(CO)n2CC(=O)NC(C)C)cc1OC	-17
83	O=C1C[C@@H](C(=O)Nc2ccc3c(c2)OCO3)n2c(nc3ccccc32)N1	-7
84	COc1ccc(-c2cnc(SCC(=O)N3CCc4ccccc43)n2Cc2ccco2)cc1	10
85	COc1ccc(CC(=O)NN=C(C)CC(=O)Nc2cccc(F)c2)cc1	3
86	CC1CN(CC(O)COCc2ccc(Cl)cc2)CC(C)O1 (configuration not stated)	-5
87	O=C(Nc1nc(-c2ccc(Cl)c(Cl)c2)cs1)c1ccc2c(c1)OCCO2	-19
88	CC1CCc2c(sc3ncnc(SCC(=O)Nc4ccc5c(c4)OCCO5)c23)C1 (configuration not stated)	5
89	Cn1cc([N+](=O)[O-])c(C(=O)NN=Cc2ccc([N+](=O)[O-])cc2)n1	-14
90	COc1ccc(CC(C)(O)CNC(=O)C2CC=CCC2)cc1 (configuration not stated)	-16
91	Cc1nnc(NC(=O)Cn2ccc3ccccc32)s1	-1
92	Cc1ccc(NC(=O)Cn2c(=O)n(C(C)C)c(=O)c3nscc32)cc1F	-4
93	O=C(C[n+]1ccccc1)NN=Cc1ccc(Cl)cc1	0
94	Cc1noc(C)c1CC(=O)NCCn1nc(-c2ccsc2)cc1C1CC1	-11
95	CSC1=Nc2cccnc2Nc2ccccc21	25
96	CC1CN(c2ncnc3c2cnn3CCNC(=O)c2cccc(Cl)c2)CC(C)O1 (configuration not stated)	6
97	Cc1cccc(S(=O)(=O)Nc2ccc3c(c2)C(=O)Nc2cc(C)ccc2O3)c1	51
98	O=C(NCCCn1ccnc1)C(=O)NCC1OCCN1C(=O)c1ccc2c(c1)OCO2 (configuration not stated)	71*
99	NC(=O)c1ccc(NC(=O)CN2CCC(c3nc4ccccc4[nH]3)CC2)cc1	-23
100	O=c1[nH]c(N2CCN(c3ccccc3F)CC2)nc2c(-c3cccc(F)c3)csc12	-16
101	Cc1ccc2nc(-c3ccc(NC(=O)Cc4csc(NC(=O)C5CC5)n4)cc3)sc2c1	-6
102	Cc1ccc(-n2ncc3c(NNC(=O)C4CCCCC4)ncnc32)c(C)c1	1
103	Cc1nnsc1C(=O)N1CCC(CSCc2ccco2)CC1	-20
104	Cc1nn(-c2cccc(C(F)(F)F)c2)c(Cl)c1C=Nn1cnnc1	-21
105	Cc1cc(C(=O)NN=Cc2cccs2)no1	-6

# Additional records:
No.	SMILES	SSB-PriA inh
106	O=C(CCCS(=O)(=O)c1ccc(Cl)cc1)Nc1nnc(Cc2ccc3c(c2)OCO3)o1	-9
107	Cc1ccc(NC(=O)NCc2ccnc(N(C)C)n2)cc1Cl	1
108	CCOC(=O)N1CCN(C(=O)C(=O)c2c(C)[nH]c3ccccc23)CC1	1
109	CCn1c(C)cc(O)c(C(c2ccc(OC)c(OC)c2)N2CCN(C)CC2)c1=O (configuration not stated)	-4
110	CCOC(=O)N1CCC(NC(=O)CCc2csc(NC(=O)c3ccc(F)cc3)n2)CC1	-5
111	COc1ccc(NC(=O)Cn2c(-c3ccccn3)nc3ccccc32)c(OC)c1	-13
112	CC(=NN=C1NC(=O)C(CC(=O)O)S1)c1ccccn1 (configuration not stated)	5
113	COc1ccc(C)cc1NC(=O)CC1=NS(=O)(=O)c2ccccc2N1	-12
114	COc1ccccc1N1CCN(c2nc3c(-c4cccc(C(F)(F)F)c4)nnn3c3ccc(Cl)cc23)CC1	-12
115	Cc1ccc(-c2ccc(OCCNC(=O)Cc3ccc(Cl)cc3)nn2)cc1	2
116	CS(=O)(=O)Cc1ccc(C(=O)Nc2nc(-c3ccccn3)cs2)cc1	17
117	C(=Nc1nc2ccccc2n1Cc1ccccc1)c1cccs1	-4
118	Cn1nc(CCC(=O)Nc2ccc(Cl)cc2F)ccc1=O	-5
119	Cc1ccc(-n2nnc3c(=O)n(CC(=O)Nc4cccc(F)c4)cnc32)cc1Cl	-2
120	O=C(Nc1nc2c(s1)CN(C(=O)CN1C(=O)CCC1=O)CC2)c1ccccn1	-2
121	O=C(CCn1ccc(=O)[nH]c1=O)N1CCN(C2CC2)CC1c1ccccc1 (configuration not stated)	-19
122	COc1ccc(CNC(=O)c2nn(-c3ccccc3)c3ccccc3c2=O)c(OC)c1	9
123	Cc1cc(C)nc(SCC(=O)Nc2cccc3ccccc23)n1	11
124	O=C(NCc1ccnc(N2CCCC2)n1)C1CCCCC1	1
125	COc1cn(CC(=O)NCc2ccc(F)cc2)c(CO)cc1=O	20
126	COCCNC(=O)NCC1CCN(C(=O)OC)CC1	-23
127	O=C(Nc1nccs1)c1ccc2ncsc2c1	-9
128	CCOC(=O)Cn1cnc(-c2cccs2)cc1=O	-17
129	O=C(Nc1ccccc1Cl)N(CCc1cccs1)Cc1ccoc1	-18
130	CSc1ccc(C=NNC(=O)c2sccc2C)cc1	-13
131	O=C(N1CCSC(c2ccccc2F)CC1)C1(c2ccccc2)CCOCC1 (configuration not stated)	8
132	Cc1cccc(C)c1OCC(=O)NN=Cc1ccncc1	-4
133	O=C(Nc1nc2c(s1)CCC2C(=O)NCCc1c[nH]c2ccccc12)c1ccc(F)cc1 (configuration not stated)	23
134	COc1ccc(OC)c(C=NNC2=NS(=O)(=O)c3ccccc32)c1	20

# Assay outcomes from PubChem.
